Screening results as filed in PubChem BioAssay.
TAAR1 ag = human TAAR1 agonists, primary screen, Fluo-8 calcium fluorescence, CHO RD-HGA16 cells; Trace amine-associated receptor 1 (Homo sapiens), Q96RJ0; vehicle wells 0%, saturating PEA agonist 100%; activation, % at 3 µM; 0.99% of 360,000 active;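 active means activation above the mean activation of all test compounds in the run plus 3 SD, cut at about 38% in these data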
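System: CHO-derived RD-HGA16 cells with stable Gα16 and human TAAR1 / Times: 17-24 h plating, Fluo-8 75 min 37 °C, 30 min RT / Technique: calcium-sensitive Fluo-8 signal, excitation 470-495, emission 515-575 nm / Measure: % activation relative to PEA EC100 response / Benchmarks: DMSO and PEA EC100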
CHRM5 agonist = human M5 muscarinic receptor agonists, primary screen, CHO-K1 cells, Fluo-8 calcium fluorescence. 0.19% of 360,000 active. AID 624037, 2012. activation, % at 3 µM. CHO-K1 hM5 cells; 0% DMSO wells, 100% maximal acetylcholine response;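 active means activation above the run's mean over test compounds plus 3 SD, cut at about 23% in these data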;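 further: signal is peak over basal fluorescence ratio across the kinetic read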
Target sequence (P08912 whole entry, looked up): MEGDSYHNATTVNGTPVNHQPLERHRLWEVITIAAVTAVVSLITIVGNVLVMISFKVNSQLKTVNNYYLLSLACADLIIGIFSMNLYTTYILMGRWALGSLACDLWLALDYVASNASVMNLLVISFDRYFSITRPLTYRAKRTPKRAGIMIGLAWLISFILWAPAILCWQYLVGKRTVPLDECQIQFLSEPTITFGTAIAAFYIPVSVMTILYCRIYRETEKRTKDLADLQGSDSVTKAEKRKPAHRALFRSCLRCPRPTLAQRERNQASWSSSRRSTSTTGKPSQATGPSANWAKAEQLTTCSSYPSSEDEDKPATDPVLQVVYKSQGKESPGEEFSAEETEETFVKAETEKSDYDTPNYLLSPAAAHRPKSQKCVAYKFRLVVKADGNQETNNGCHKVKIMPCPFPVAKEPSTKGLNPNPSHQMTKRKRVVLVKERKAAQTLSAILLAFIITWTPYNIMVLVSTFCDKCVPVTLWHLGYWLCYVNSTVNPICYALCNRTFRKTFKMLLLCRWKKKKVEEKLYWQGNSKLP
CHO-K1 Ca PAM = nonselective calcium activators in parental CHO-K1 cells, primary screen, counter-screen for M1 PAM project, cell-based, Fluo-8 calcium fluorescence, full deck, 1536-well; ATP EC20; 0% at ATP EC20, 100% at ATP max; activation, % at 3 µM; 0.02% of 360,000 active; AID 602247, 2012;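 active means activation above the run cutoff, the mean activation of all test compounds plus 3 SD, cut at about 40% in these data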;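 further: peak over basal fluorescence ratio in a 140 s read after ATP addition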
CHRM5 antagonist = human M5 muscarinic receptor antagonists, primary screen, CHO cells, Fluo-8 calcium fluorescence. AID 624040, 2012. CHO-hM5 cells, ACh EC80. 0.59% of 360,000 active. inhibition, % at 3 µM. Muscarinic acetylcholine receptor M5 (Homo sapiens), P08912;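 active means inhibition above a per-plate cutoff, the mean of that plate's test compounds plus 3 SD, cut at about 27% in these data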;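 further: 0% = acetylcholine EC80 with DMSO and 100% = DMSO without agonist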
CRFBP-R2 agonist = agonists of CRF-BP/CRF-R2 complex, primary screen, cell-based, HEK293, calcium dye fluorescence, uHTS | CRF-binding protein / CRF receptor 2 complex (human) | 0.46% of 350,000 active | calcium dye fluorescence (FLIPR); percent of saturating CRF peptide response | activation, % at 13.2 µM;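 active means activation of at least 50%, plus an integration ratio under a set limit after plate pattern correction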;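 further: plate controls were neutral control wells without compound for no effect and CRF at EC100 for full effect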
CRFBP-R2 block = antagonists of CRF-BP/CRF-R2 complex, primary screen, cell-based, HEK293, calcium dye fluorescence, uHTS | CRF-induced calcium fluorescence | inhibition, % at 11.8 µM | 0.59% of 350,000 active;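 active means inhibition of the ligand-induced calcium signal above about 50% at the single tested concentration, limit read from the data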
TAAR1 antagonist = human TAAR1 antagonists, primary screen, Fluo-8 calcium fluorescence, CHO RD-HGA16 cells; Trace amine-associated receptor 1 (Homo sapiens), Q96RJ0; antagonist; inhibition, % at 3 µM; 1.5% of 360,000 active; AID 624466, 2012;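 active means inhibition above a per-plate cutoff, the mean inhibition of test compounds on that plate plus 3 SD, cut at about 49% in these data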;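 further: 0% = DMSO plus EC80 beta-PEA response and 100% = DMSO alone without agonist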
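Material: RD-HGA16 CHO cells with stable hTAAR1 and Gα16; Dosing: single nominal final test compound concentration of 3 µM; Schedule: seeding 17-24 h prior, 75-min 37 °C, 30-min RT dye loading; Detection: kinetic Fluo-8 calcium fluorescence measurement; Measure: % inhibition from peak post-agonist over basal fluorescence ratio; Benchmarks: vehicle and agonist controls.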
CHRM5 PAM = human M5 muscarinic receptor positive allosteric modulators, primary screen, CHO-K1 cells, Fluo-8 calcium fluorescence; activation, % at 3 µM; 0.3% of 360,000 active; CHO-K1 hM5, ACh EC20 PAM; 0% = ACh EC20, 100% = ACh EC100; Muscarinic acetylcholine receptor M5 (Homo sapiens), P08912;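 active means activation above the run cutoff, the mean activation of all test compounds plus 3 SD, cut at about 18% in these data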
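System: CHO-K1 hM5 cells. Reagent: acetylcholine, EC20 level. Compound dosing: single dose, 3 µM nominal final test concentration. Timing: Post-acetylcholine fluorescence recording 140 s. Detection: Fluo-8 calcium fluorescence. Read-out: % activation, ACh-normalized. Benchmarks: ACh EC20 and EC100 wells. Repeats: singlicate, one well per test compound.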
CHRM4 PAM = human M4 muscarinic receptor positive allosteric modulators, primary screen, CHO-K1 cells, Fluo-8 calcium fluorescence; 0.4% of 360,000 active; activation, % at 3 µM; CHO-K1 hM4/Gqi5, ACh EC20; 0% = ACh EC20, 100% = maximal ACh; Muscarinic acetylcholine receptor M4 (Homo sapiens), P08173;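 active means activation above its plate's cutoff, the mean activation of sample wells plus 3 SD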; further: some results filed as inactive read as strong as hits
Target sequence (P08173 whole entry, looked up): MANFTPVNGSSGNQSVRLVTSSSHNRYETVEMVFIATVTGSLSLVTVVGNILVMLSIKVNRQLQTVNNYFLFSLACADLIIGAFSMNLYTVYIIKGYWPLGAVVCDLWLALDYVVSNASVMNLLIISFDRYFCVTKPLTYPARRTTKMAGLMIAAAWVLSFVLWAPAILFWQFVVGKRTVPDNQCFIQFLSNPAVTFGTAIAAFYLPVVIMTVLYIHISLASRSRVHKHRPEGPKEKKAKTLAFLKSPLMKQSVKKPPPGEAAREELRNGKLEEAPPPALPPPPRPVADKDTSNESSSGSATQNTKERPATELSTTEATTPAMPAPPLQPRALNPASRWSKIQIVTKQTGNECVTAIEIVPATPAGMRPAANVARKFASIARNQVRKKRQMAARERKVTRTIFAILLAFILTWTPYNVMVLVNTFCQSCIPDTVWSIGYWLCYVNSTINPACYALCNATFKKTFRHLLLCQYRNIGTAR
Active calls of the source: *; x = not tested or not shown.

SMILES	TAAR1 ag	CHRM5 agonist	CHO-K1 Ca PAM	CHRM5 antagonist	CRFBP-R2 agonist	CRFBP-R2 block	TAAR1 antagonist	CHRM5 PAM	CHRM4 PAM
COc1ccc(NC(=S)N2CCNC(=O)C2CC(=O)Nc2ccc(C)cc2)cc1 (stereo not given)	5	-2	13	9	-1.8	14	9	-4	4
Cc1ccc(NC(=O)Nc2c(C)n(C)n(-c3ccccc3)c2=O)cc1C	1	-3	18	9	0.5	0	8	7	-1
CCc1ccccc1OCC(=O)OCC(=O)N1CC(=O)Nc2ccccc21	-1	1	-7	-4	-0.9	13	7	6	-2
Oc1ccc(C2C[C@H]3CC[C@@H]2C3)cc1O (stereo not given in full)	17	0	8	-1	-2.0	-18	-18	7	2
Cc1ccc(CNC(=O)C2CCCN(S(=O)(=O)c3c(C)noc3/C=C/N(C)C)C2)cc1 (stereo not given)	-2	-4	-9	4	-2.9	-9	-25	-1	-19
CC(C)NC(C(=O)Nc1cc(Cl)cc(Cl)c1)c1ccccc1 (stereo not given)	13	-2	0	2	1.1	-4	-5	0	1
CCC(c1nnnn1C1CCCC1)N(Cc1cccs1)Cc1cc2cc(C)ccc2[nH]c1=O (stereo not given)	3	-1	1	4	-0.8	2	-16	-2	-2
c1csc(-c2nn3c(Cn4cnc5ccccc54)nnc3s2)c1	2	6	20	3	1.1	-2	-8	-4	7
CSc1nnc2ccc(-c3ccc(C)cc3)nn12	3	-7	-25	14	0.4	-10	-12	-5	-11
COc1ccc(S(=O)(=O)N2CCC(C(=O)N[C@H](C(=O)NC3CCCC3)C(C)C)CC2)cc1	4	-4	19	7	-1.4	11	-14	1	1
CS(=O)(=O)Nc1nc2n(n1)C(c1ccccc1)CC(c1ccccc1)N2 (stereo not given)	4	1	16	-2	-2.0	106*	-36	5	-4
CN(CC1CCCO1)S(=O)(=O)c1ccc(C(=O)Nc2nnc(-c3ccccc3)o2)cc1 (stereo not given)	0	-4	1	-9	-2.4	-11	-17	9	11
COc1cc(C(C)=O)ccc1OCC(=O)OCCCOC(=O)COc1ccc(C(C)=O)cc1OC	2	-2	-3	3	2.2	-12	-11	-4	0
N#CCCN(C(=O)CSc1ccc2c(c1)OCCO2)c1ccc(F)cc1	4	0	32	-3	-0.2	-15	15	2	18
Cc1ccc(C)c(NC(=O)c2c(Cl)nc3ccccn23)c1	-1	2	4	5	1.3	-17	3	-4	0
O=C(NCCNS(=O)(=O)c1ccccc1)N1CCOCC1	8	-1	16	12	-1.1	22	-3	-9	0
CCOc1cccc2sc(N(CCN(C)C)C(=O)c3ccc4c(c3)OCCO4)nc12	1	-6	7	-15	0.6	-12	0	10	4
CCNC(=O)CCSc1nc2cc(Cl)ccc2o1	5	3	18	-4	0.3	2	0	1	9
O=C(CN1CCN(S(=O)(=O)N2CCCCC2)CC1)Nc1ccc(Cl)c(Cl)c1	10	5	12	4	0.8	-8	20	-3	-6
COc1ccc(CC(=O)N/N=C/c2ccc(-c3ccc(F)cc3)o2)cc1OC	0	-6	16	-10	0.1	10	14	5	-2
O=C(Nc1ccc(CN2CCOCC2)cc1)c1ccc(Cl)cc1	5	-4	-16	2	0.6	-1	-2	2	0
Nc1nc2ccc(Cc3ccncc3)cc2s1	2	-2	-8	-4	-2.2	1	-2	0	-6
COC(=O)c1cc(NS(=O)(=O)c2cccc(Cl)c2)ccc1N1CCOCC1	3	2	7	5	0.1	0	-4	-1	-2
CCCCCCN=CC1=C(O)CC(C)(C)CC1=O	15	-2	-5	-1	-1.0	11	2	1	1
Cn1c(=O)oc2cc(S(=O)(=O)N3CCCC(C(=O)Nc4nccs4)C3)ccc21 (stereo not given)	3	2	-2	-2	-2.9	33	-10	-3	-9
C[C@@H]1CN([C@H](C)CO)C(=O)CCCn2nncc2CO[C@H]1CN(C)C(=O)c1ccncc1	2	1	4	10	1.4	-11	-7	-4	1
O=C1Cc2c([nH]c3ccc(Br)cc23)-c2ccccc2N1	-1	-6	18	5	-1.4	-12	8	-6	2
COc1cc(CC(=O)OCC(=O)N2CC(=O)Nc3ccccc32)cc(OC)c1OC	-1	4	9	4	0.8	-3	19	0	-3
Cn1c(=O)c2c(nc(CN3CCN(C(=O)c4ccco4)CC3)n2Cc2cccc(Cl)c2)n(C)c1=O	14	-2	-3	6	1.6	2	6	-5	0
O=C(NCCc1c[nH]c2ccccc12)N[C@@H](Cc1ccccc1)C(=O)O	0	-1	-12	8	-0.3	-4	11	-5	3
CC1(c2ccc([N+](=O)[O-])cc2)Nc2ccccc2S1 (stereo not given)	0	2	1	0	40	-25	-12	6	-5
COc1ccc(N2CCN(C(=O)c3ccc(Br)o3)CC2)cc1	-1	-2	17	11	-8.7	-16	-19	-6	3
CSc1nncn1/N=C/c1ccccc1F	7	2	25	5	0.7	-1	10	2	9
COc1ccc2c(c1)CCCN2C(N)=O	9	1	6	-11	-1.4	15	-3	-1	2
CCC(C)C(NC(=O)OC(C)(C)C)C(=O)NC(C(=O)NC(C)C(N)=O)C(C)C (stereo not given)	2	0	8	10	0.1	4	1	2	9
COCC(C)n1c(SCC(=O)NCCC2=CCCCC2)nc2ccccc2c1=O (stereo not given)	1	-4	-5	2	-0.6	2	0	-1	-6
Cc1cc(C(=O)CSc2nc(N)cc(=O)[nH]2)c(C)n1CC1CCCO1 (stereo not given)	9	0	5	23	-2.2	-11	-29	-2	-2
O=C1CNC(=O)/C(=C/c2ccco2)N1	5	-3	17	-13	-0.5	-3	-8	-1	7
O=C1CCc2cc(S(=O)(=O)Nc3ccc(F)cc3)cc3c2N1CC3	2	2	-13	6	1.6	-2	-8	-7	3
CCn1cc(C(=O)N[C@H](C(=O)NCCCOC)C(C)C)c(=O)c2cc3c(cc21)OCO3	-1	0	-5	23	-0.8	-5	7	-9	-4
CN1CCN(Cc2cc(=O)oc3cc4c(cc23)CCC4)CC1	10	-11	11	-2	0.2	-26	-16	-6	6
O=C(Nc1ccnn1C1CCN(Cc2ccccc2)CC1)C1CCCC1	1	-5	-20	7	0.5	3	-9	-11	1
COCc1ccc(C(=O)N2CCCC(N(C)CCc3ccccc3)C2)s1 (stereo not given)	6	-3	3	0	0.9	-8	2	-1	-4
COc1cccc(O[C@@H]2O[C@@H]3COC(C)(C)O[C@H]3[C@H](O)[C@H]2NC(C)=O)c1	3	-5	0	2	-1.0	-6	-6	-11	3
CCCCNC(=S)NCc1ccc2c(c1)cc(C)n2C	0	-1	5	1	-0.8	-5	-11	-3	-3

Record cards, as listed above.
Shown for CCC(C)C(NC(=O)OC(C)(C)C)C(=O)NC(C(=O)NC(C)C(N)=O)C(C)C (stereo not given) = TAAR1 ag = 2; CHRM5 agonist = 0; CHO-K1 Ca PAM = 8; CHRM5 antagonist = 10; CRFBP-R2 agonist = 0.1; CRFBP-R2 block = 4; TAAR1 antagonist = 1; CHRM5 PAM = 2; CHRM4 PAM = 9
Shown for CSc1nncn1/N=C/c1ccccc1F = TAAR1 ag = 7; CHRM5 agonist = 2; CHO-K1 Ca PAM = 25; CHRM5 antagonist = 5; CRFBP-R2 agonist = 0.7; CRFBP-R2 block = -1; TAAR1 antagonist = 10; CHRM5 PAM = 2; CHRM4 PAM = 9
Shown for O=C(Nc1ccnn1C1CCN(Cc2ccccc2)CC1)C1CCCC1 = TAAR1 ag = 1; CHRM5 agonist = -5; CHO-K1 Ca PAM = -20; CHRM5 antagonist = 7; CRFBP-R2 agonist = 0.5; CRFBP-R2 block = 3; TAAR1 antagonist = -9; CHRM5 PAM = -11; CHRM4 PAM = 1

New compounds follow
SMILES	TAAR1 ag	CHRM5 agonist	CHO-K1 Ca PAM	CHRM5 antagonist	CRFBP-R2 agonist	CRFBP-R2 block	TAAR1 antagonist	CHRM5 PAM	CHRM4 PAM
N#Cc1ccccc1N=Cc1ccc(Br)cc1	2	-2	23	3	0.7	-5	-10	3	2
CCc1nc2ccc(C(=O)N3CCN(CC)CC3)cc2nc1CC	5	-6	0	3	-0.2	42	-16	-4	-3
Cc1c(Cl)cccc1NC(=O)Nc1cc(C(C)(C)C)on1	6	-8	-13	-4	0.1	-26	26	-14	-10
CCOC(=O)C1CCCN(C(=S)Nc2ccc(Nc3ccccc3)cc2)C1 (stereo not given)	44*	32*	1	1	1.8	-19	42	-8	-11
O=C(/C=C/c1ccc(-c2ccccc2)cc1)NCc1cccnc1	4	3	5	8	-1.2	-3	-6	-7	-2
COc1cc(CCc2ccc3c(c2)OCO3)oc(=O)c1	1	-1	15	3	-0.2	-9	-10	-1	3
c1ccc(CNc2ncnc3sc4c(c23)CCC4)nc1	11	1	14	3	-1.9	9	-5	6	18
O=C(Nc1cc2c(cc1Br)OCCCO2)c1ccccc1	0	-3	-11	3	-2.5	-6	-3	-4	-3
Cc1ccc(S(=O)(=O)Nc2ccc(S(=O)(=O)Nc3nccs3)cc2)cc1C	3	2	16	10	5.6	2	-11	4	3
COCCCNC(=O)CCCn1c(=O)c2ccccc2n(CC(=O)Nc2c(C)cc(C)cc2C)c1=O	2	1	6	1	-4.3	-17	-7	-2	-4
Cc1ccc(NS(C)(=O)=O)c(C(=O)c2ccccc2)c1	3	-4	-5	-2	0.5	3	-11	4	4
COc1cc(CNc2ccc(S(N)(=O)=O)cc2)ccc1OCC(=O)NC1CCCCC1	-1	3	-6	-2	-1.8	20	12	4	-1
O=C(O)CCCN1C(=O)/C(=C\c2ccc(-c3nc4ccccc4s3)o2)SC1=S	14	2	10	6	109*	-118	26	6	-6
O=S(=O)(c1ccccc1)N1CCN(S(=O)(=O)c2ccccc2)c2ccccc21	0	-1	17	-1	5.6	-14	17	0	8
CO/N=C(/CS(=O)Cc1ccc(Cl)cc1)c1ccc(Cl)cc1 (stereo not given)	0	-1	2	5	-0.4	-1	22	-10	-10
CC1(C(=O)Nc2cccc(Oc3ccccc3)c2)Cc2c(-c3ccc4c(c3)OCO4)ccnc2O1 (stereo not given)	1	0	19	0	x	x	-21	-1	-1
COc1ccc(Cl)cc1C(=O)Nc1cccc2ncccc12	2	1	21	-2	-2.7	-12	-7	7	-1
CCOc1ccc(NC(=O)CN(C)CC(=O)Nc2cccc(Cl)c2C)cc1OCC	2	-6	10	4	-0.8	-9	2	-10	3
CCOc1cc(N2CCOCC2)c(OCC)cc1NC(=O)COc1ccccc1[N+](=O)[O-]	10	1	-2	1	1.0	-5	36	-7	-1
